Bioassay records: PubChem, several laboratories
BoNT F protease – inhibitors of Botulinum neurotoxin F light chain protease | hit rate 0.22% among 360,000 | AID 588497 | inhibition, % at 10 µM | Multiplex microsphere protease cleavage assay, flow cytometry; in the data active means inhibition above about 35%, passing the limit was not always enough; inconclusive means no clear call, values can overlap the other calls; further: plate controls were buffer without enzyme for full effect and enzyme alone for no effect
Anthrax LF inh2 – blocks Bacillus anthracis lethal factor protease; hit rate 0.12% among 360,000; inhibition, % at 10 µM; P15917; multiplex microsphere protease cleavage assay, LF; further: plate controls were buffer without enzyme for full effect and enzyme alone for no effect
3CLpro inhibitor – SARS-CoV 3CLpro protease inhibition. P0C6X7. inhibition, % at 6 µM. recombinant SARS-CoV 3CLpro, quenched FRET peptide cleavage. hit rate 0.14% among 290,000; in the data active means inhibition above about 12%
CCHFV vOTU inh – CCHFV vOTU protease inhibition | Pep-AMC fluorescence | inhibition, % at 11.5 µM | hit rate 0.55% among 370,000 | AID 651958; in the data active means inhibition above about 30%; further: 0% = vehicle wells with enzyme and 100% = no enzyme wells
MazF activator – MazEF (E. coli) toxin RNase activation; P0AE70; FAM/BHQ RNA-DNA oligo cleavage fluorescence, 5 h; activation, % at 20 µM; hit rate 0.32% among 350,000; in the data active means activation above about 50%
Target sequence (P0AE70 whole entry, looked up): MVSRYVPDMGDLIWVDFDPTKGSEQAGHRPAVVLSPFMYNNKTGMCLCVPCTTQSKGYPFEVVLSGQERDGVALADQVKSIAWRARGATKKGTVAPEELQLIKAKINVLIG
Rv3671c protease – Rv3671c (M. tuberculosis) protease inhibition. hit rate 0.048% among 320,000. inhibition, % at 5.96 µM. AID 2606; in the data active means inhibition above about 38%;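 further: extracellular domain of Rv3671c used as enzyme; 0% = enzyme with DMSO and 100% = no enzyme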
Target sequence (P9WHR9 whole entry, looked up, the tested form may be a part): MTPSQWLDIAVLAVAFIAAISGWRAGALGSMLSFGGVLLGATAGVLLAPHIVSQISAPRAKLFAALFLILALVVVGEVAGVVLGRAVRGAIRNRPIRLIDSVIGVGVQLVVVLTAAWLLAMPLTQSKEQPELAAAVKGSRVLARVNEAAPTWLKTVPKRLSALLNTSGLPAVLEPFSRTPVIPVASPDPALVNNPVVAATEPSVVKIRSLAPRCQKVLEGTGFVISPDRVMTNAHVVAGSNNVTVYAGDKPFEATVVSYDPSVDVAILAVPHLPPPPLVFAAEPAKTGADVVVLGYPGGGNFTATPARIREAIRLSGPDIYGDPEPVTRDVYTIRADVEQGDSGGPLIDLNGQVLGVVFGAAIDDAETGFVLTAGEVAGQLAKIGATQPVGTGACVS
BoNT-A LC inh2 – inhibitors of Botulinum neurotoxin A light chain protease. AID 588499. hit rate 0.17% among 360,000. inhibition, % at 10 µM. multiplex microsphere protease substrate cleavage, flow cytometry; further: plate controls were buffer without enzyme for full effect and enzyme alone for no effect
PriA SSB inh – K. pneumoniae PriA-SSBct interaction inhibition; hit rate 0.6% among 430,000; AID 1272365; inhibition, % at 33 µM; AlphaScreen SSBct-PriA binding, biotinylated peptide; in the data active means inhibition mostly above about 37%, no sharp cut-off; inactive means mostly below about 20%;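 further: plate controls were negative control peptide for no effect and reference peptide for full effect; strong numbers were not always called active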
VHR inh abs – blocks human VHR1 dual specificity phosphatase; P51452; recombinant VHR phosphatase, pNPP absorbance; inhibition, % at 13.3 µM; hit rate 0.52% among 290,000; AID 1654; in the data active means inhibition above about 50%; further: some compounds called inactive have numbers as strong as hits
Target sequence (P51452 whole entry, looked up): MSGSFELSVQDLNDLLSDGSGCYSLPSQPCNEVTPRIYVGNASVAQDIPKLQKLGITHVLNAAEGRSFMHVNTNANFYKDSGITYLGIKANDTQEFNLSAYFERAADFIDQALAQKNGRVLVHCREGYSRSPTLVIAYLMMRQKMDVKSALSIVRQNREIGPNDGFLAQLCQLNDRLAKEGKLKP
PrPC TRFRET – reduces human prion protein on the cell surface; P04156; cell surface PrPC, TR-FRET read-out; hit rate 0.43% among 370,000; inhibition, % at 13.8 µM; in the data active means inhibition above about 24%; further: 0% = median of the test wells and 100% = reference compound wells
An asterisk follows results filed as active; ? = inconclusive; nt = no result given; & = joins results of further samples; ! = a repeat was not active. Unless noted, no stated cut-off is given here; in the data, active means inhibition above about 30%; inconclusive means no clear call, values can overlap the other calls; inactive means below that. An excerpt (hit frequency here may not be typical).

Every second line gives: BoNT F protease, Anthrax LF inh2, 3CLpro inhibitor, CCHFV vOTU inh, MazF activator, Rv3671c protease, BoNT-A LC inh2, PriA SSB inh, VHR inh abs, PrPC TRFRET
CCc1nnc(NS(=O)(=O)c2ccc(NC(=O)c3cccc([N+](=O)[O-])c3)cc2)s1
→ -1, -1, 0, 15, 1, -10, -1.2, -7, -32, -13
O=C(CCn1cccc1)NCc1ccc2c(c1)OCO2
→ -8, -4, 1, 3, -1, 2, 0.0, -2, 0, 2
CN(C)S(=O)(=O)c1ccc(N2CCCC2)c(C(=O)NNC(=O)COc2ccccc2F)c1
→ -4, -1, nt, -8, 8, -2, 0.2, -7, nt, 21
O=C(NCCC1=CCCCC1)C(=O)NCC1OCCCN1S(=O)(=O)c1ccc(F)cc1 (centres undefined)
→ 2, 1, 0, 1, 5, -5, 0.3, -6, 15, 6
Cc1ccc(Oc2c(CO)c(-c3ccccc3)nn2C)cc1
→ 1, 6, -2, 11, -5, 6, 0.3, 2, 10, 9
COc1ccccc1NC1=C(C)C(=O)CC1
→ 2, 0, 0, 7, 5, -9, 0.4, -8, 2, -9
CCOC(=O)N1CCN(C(=O)c2cc3n(n2)C(C(F)(F)F)CC(c2ccc4c(c2)OCO4)N3)CC1 (centres undefined)
→ -10, -6, 4, 4, 7, -3, -2.5, -11, -2, 4
CCC(=O)Oc1ccc2c(C)cc(=O)oc2c1C
→ ?, -2, -6, -91, 1, 2, -0.8, 3, -6, -6
O=C(Nc1ccc2ccccc2c1)[C@@H]1C[C@H]1[C@@H](NP(=O)(c1ccccc1)c1ccccc1)c1ccccc1
→ -3, 6, 1, 4, 1, -45, -0.2, -1, 5, 14
CCOC(=O)c1c(C)[nH]c(C(=O)C(C)Cl)c1C (centres undefined)
→ 7, -6, 2, -5, -2, -3, 0.6, -3, 18, 4
Cc1cc2c(c(=O)n1C)C(C(C)C)C(C#N)=C(N)O2 (centres undefined)
→ -5, -3, 9, 8, 10, -10, -1.2, -4, -7, -5
Cc1oc(-c2ccccc2Cl)nc1CS(=O)CC(=O)NCc1ccccc1Cl (centres undefined)
→ -1, -2, -4, 10, -1, 1, 0.7, -9, 15, -8
c1ccc(C2=NNC(c3ccccn3)=NN2)nc1
→ 0, 6, 4, -3, -4, -5, 1.9, 82*!, nt, 2
Cc1cccc(C(=O)OCC(=O)N(C)CC(=O)Nc2ccc(Cl)c(C(F)(F)F)c2)c1
→ -4, 5, nt, 6, 0, -19, -0.7, -13, nt, 3
CCOC(=O)N/N=C/c1cn(Cc2ccccc2Cl)c2ccccc12
→ -9, -3, 1, 25, -1, -4, -0.1, nt, -4, 14
O=C(CN(Cc1ccc(Cl)cc1)C(=O)CNS(=O)(=O)c1ccc(F)cc1)NCC1CCCO1 (centres undefined)
→ 6, -1, 0, -49, 10, -3, 0.8, -3, -4, 18
CCn1c(C)cc(/C=C2/NC(=O)N(c3ccccc3)C2=O)c1C
→ -4, 1, 5, 4, 12, 6, 0.7, -2, 26, -1
Cc1ccc(CCNC(=O)Cc2ccc(NC3=NC4CS(=O)(=O)CC4S3)cc2)cc1 (centres undefined)
→ 2, 2, -1, -4, 7, 12, -0.1, -12, 13, 5
Cc1nn(-c2ccccc2)c2nc(-c3ccccc3)cc(C(=O)N3CCOCC3)c12
→ -2, -4, 1, -6, 7, 0, 0.1, -8, 26, -2
CC(=O)N1CCN(C(=O)COC(=O)c2ccc(S(C)(=O)=O)cc2)CC1
→ 3, -1, nt, -8, 0, 5, 1.2, -13, nt, 2

Following part:
Every second line gives: BoNT F protease, Anthrax LF inh2, 3CLpro inhibitor, CCHFV vOTU inh, MazF activator, Rv3671c protease, BoNT-A LC inh2, PriA SSB inh, VHR inh abs, PrPC TRFRET
CCN1CCN(Cc2cc3c(cc2[N+](=O)[O-])OCO3)CC1
→ ?, -12, -4, -3, 5, -2, -4.3, -21, 1, -12
Cc1cc(C(=O)N2CCOCC2)ccc1[N+](=O)[O-]
→ -4, -2, 1, -2, 8, 12, 0.3, 10, 10, -6
Cc1c(NC(=O)c2cccc(S(=O)(=O)N(C)c3ccccc3)c2)c(=O)n(-c2ccccc2)n1C
→ -3, -6, nt, 8, 7, nt, 0.0, 5, nt, 5
O=C1CN(C(=O)OCc2ccccc2)c2ccccc2N1
→ ?, 5, -1, 7, 6, -1, 0.8, -12, 4, 8
CC(NC(=O)c1ccccc1Br)C1CC2CCC1C2 (centres undefined)
→ -6, 4, nt, -5, -3, 8, 0.9, -2, nt, 6
Cc1ccc(-c2cc(C(=O)N3CCN(C(=O)c4ccco4)CC3)[nH]n2)cc1C
→ 8, 3, -3, 10, 9, -2, 1.5, -4, 46, 4
COC(=O)CNC(=O)COc1ccccc1
→ 1, 2, -4, 6, -6, -2, 0.0, -19, 10, -2
COc1ccc(-c2cc(C(=O)N3CCCCC3)c3ccccc3n2)cc1
→ 4, 1, nt, -133, 2, -1, 0.3, -9, nt, 7
COc1cc(C(=S)N2CCCCC2)ccc1OCC(=O)Nc1ccc(F)cc1
→ 0, -4, -2, 4, 2, 5, -1.2, -11, 10, 16
C/C=C/C(=O)OCc1csc(CC(=O)Nc2ccccc2C)n1
→ -7, -2, -3, 18, 2, 4, 1.5, 1, 5, 2
Cc1noc(C)c1C(=O)NCCc1ccc(Cl)cc1
→ -2, -3, 3, nt, -3, -5, -0.5, 4, 5, nt
O=C(c1cccc([N+](=O)[O-])c1)N1CCN(Cc2ccc3c(c2)OCO3)CC1
→ -5, -5, 5, 6, 4, 2, -0.8, 2&-8, -19, -1
CCOC(=O)c1csc(NC(=O)c2ccc(C#N)cc2)n1
→ -4, -6, -3, 9, -18, 0, -0.5, nt, 33, 2
COc1ccc(/C=C(\C#N)C(=O)OCC(=O)NCc2ccco2)cc1
→ 0, -2, -1, 25, 2, -3, 0.3, 3, 22, 0
CCN(CC)C(=O)CSc1ccccc1N
→ 5, 3, -3, -10, 1, 2, 0.0, -3, -1, -4
Cc1cccc(CCNC(=O)CC2C(=O)NCCN2Cc2ccccc2C)n1 (centres undefined)
→ 6, 4, -2, 11, -5, 1, 0.3, -10, -17, -4
Cc1cccc(N(CC(=O)NCc2ccco2)C(=O)CCC(=O)Nc2ccccn2)c1
→ 4, 0, 4, 6, -10, nt, 0.4, 2, 18, 1
CCCCCCCCCCSc1n[nH]c(N)n1
→ -2, 1, 2, 24, -5, 1, 0.2, -1, -5, 8
CCOc1ccc(OCC(=O)Nc2ccc(S(=O)(=O)Nc3cc(C)nc(C)n3)cc2)cc1
→ 3, 1, -2, 15, -1, -8, 0.2, -5, -1, 4
COc1cc2nc(NCCCN3CCN(C)CC3)n3nc(-c4ccccc4)nc3c2cc1OC
→ 3, 2, -5, -8, 24, -1, -0.5, 12, -10, -9

Next structures.
Every second line gives: BoNT F protease, Anthrax LF inh2, 3CLpro inhibitor, CCHFV vOTU inh, MazF activator, Rv3671c protease, BoNT-A LC inh2, PriA SSB inh, VHR inh abs, PrPC TRFRET
O=C(COC(=O)C1CC1)Nc1cccc(Cl)c1
→ -2, 0, nt, -11, 6, nt, -0.5, nt, nt, 2
Cc1ccc(OCC(=O)N2CCCc3ccccc32)cc1
→ -9, -4, -1, 0, 0, 4, -0.3, -5, 18, -2
NN=C(NN=Cc1ccccc1)c1ccccc1
→ 1, 0, nt, 0, 6, nt, 0.4, -7, nt, -1
Cc1ccc2cc(CCNC(=O)C(=O)c3c[nH]c4ccccc34)c(=O)[nH]c2c1
→ -4, -1, 2, -8, 11, -6, -0.6, -6, -22, 10
Cc1ccccc1NC(=O)COC(=O)[C@@H]1CCCN1C(=O)c1cccs1
→ 0, 0, nt, 7, 3, -10, 0.7, 4, nt, 9
Cc1noc(C(=O)N2CCN(c3ccccc3)CC2)c1Cl
→ -1, -3, -2, -1, 7, -7, 0.1, -3, 13, -1
CC(C)C[C@H]1CN([C@@H](Cc2ccccc2)CN2CCCC2CN2C(=S)NC[C@@H]2Cc2ccccc2)C(=S)N1CC1CCCCC1 (some centres undefined)
→ -13, -13, nt, -4, nt, nt, -0.9, nt, nt, -9
CC(C)NS(=O)(=O)c1ccc(OCC(=O)N2CCN(C)CC2)cc1
→ 0, 1, -3, -2, 12, 2, -0.8, -2, 5, 7
Cc1ccc(C)c(OCCOCCN2CC(C)OC(C)C2)c1C (centres undefined)
→ 10, 4, -4, 12, 5, 3, 0.3, -4, 3, 6
O=C(NCCCO)c1ccc2nc(-c3ccco3)c(-c3ccco3)nc2c1
→ -4, -11, 4, 40*, -14, nt, -2.4, 1, 13, -28
C/C(CCC(C)C)=N\NC(=S)Nc1cc(S(=O)(=O)N2CCOCC2)ccc1N1CCOCC1
→ -8, 0, 3, -11, -5, -2, -1.3, nt, 28, -4
S=c1[nH]nc(-c2ccccn2)n1/N=C/c1ccc(Cl)cc1
→ ?, 1, 7, -7, 2, 7, -5.3, nt, 3, 2
COc1ccccc1CCNC(=O)C(=O)NCC1OCCCN1S(=O)(=O)c1ccc(F)cc1C (centres undefined)
→ ?, -6, 3, -12, 2, 2, 0.9, -2, 22, 1
Cn1c(N)c(Sc2ccc(F)cc2)c(=O)n(C)c1=O
→ -1, 0, 5, 4, 6, 1, 0.1, -1, 36, 8
Cc1sc(=NC(=O)c2ccco2)n(C)c1-c1ccc(Cl)cc1
→ 2, -4, 6, 11, -4, -1, -0.5, 2, 14, 2
O=C(CCC1CCCN(C(=O)c2cc(F)ccc2F)C1)N1CCN(c2ccccn2)CC1 (centres undefined)
→ 8, -1, nt, -5, 9, nt, 0.4, nt, nt, 2
COc1ccc(S(=O)(=O)/N=C2\C=C(NS(=O)(=O)c3ccccc3)C(=O)c3ccccc32)cc1
→ 1, -3, 6, 65*, 0, -52, 0.6, nt, -10, -2
Cc1nn(-c2ccccc2)c(Cl)c1C(=O)NC1CCCCC1
→ -7, -1, 4, -8, 11, -12, -0.2, 3, 3, -5
CC(C)CC(c1nnnn1CC1CCCO1)N1CCN(C2CCCC2)CC1 (centres undefined)
→ 2, -6, 5, 8, 9, nt, 0.7, -10, 7, -7
O=S(=O)(NCc1ccccn1)C(F)(F)F
→ 6, -2, 0, -5, 4, -1, -0.1, 0, 5, -5
CCCCOc1ccc(C(=O)N/C(=C/c2cccc([N+](=O)[O-])c2)C(=O)O)cc1
→ 9, 4, 5, 10, -7, 1, 0.2, -7, -14, -1
COc1ccc(S(=O)(=O)n2nc(OC(=O)C3CCCCC3)cc2N)cc1
→ -3, -2, 7, 8, 13, 4, -0.1, -12, -9, -1
Cc1cc(Cl)ccc1OCC(=O)Nc1ccncc1
→ -18, 10, 2, 4, -2, 3, 1.3, -1, 14, 5

Full records as entered above. Values in the order: BoNT F protease, Anthrax LF inh2, 3CLpro inhibitor, CCHFV vOTU inh, MazF activator, Rv3671c protease, BoNT-A LC inh2, PriA SSB inh, VHR inh abs, PrPC TRFRET
Shown for COc1ccc(S(=O)(=O)n2nc(OC(=O)C3CCCCC3)cc2N)cc1 → -3, -2, 7, 8, 13, 4, -0.1, -12, -9, -1
Shown for O=S(=O)(NCc1ccccn1)C(F)(F)F → 6, -2, 0, -5, 4, -1, -0.1, 0, 5, -5
